Bcl-XL Bim block = human Bim-Bcl-XL interaction inhibition. Bim peptide-Bcl-XL binding, bead flow cytometry, fluorescence. inhibition, % at 10 µM. hit rate 0.04% among 190,000
Bim-Mcl-1 = inhibitors of Bim-Mcl-1 interaction, human; inhibition, % at 10 µM; Q07820; hit rate 0.1% among 190,000; Bead-based flow cytometry, Bim peptide-Mcl-1 binding;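 also: 0% = no compound tracer wells and 100% = peptide blocker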
Target sequence (Q07820 whole entry, looked up): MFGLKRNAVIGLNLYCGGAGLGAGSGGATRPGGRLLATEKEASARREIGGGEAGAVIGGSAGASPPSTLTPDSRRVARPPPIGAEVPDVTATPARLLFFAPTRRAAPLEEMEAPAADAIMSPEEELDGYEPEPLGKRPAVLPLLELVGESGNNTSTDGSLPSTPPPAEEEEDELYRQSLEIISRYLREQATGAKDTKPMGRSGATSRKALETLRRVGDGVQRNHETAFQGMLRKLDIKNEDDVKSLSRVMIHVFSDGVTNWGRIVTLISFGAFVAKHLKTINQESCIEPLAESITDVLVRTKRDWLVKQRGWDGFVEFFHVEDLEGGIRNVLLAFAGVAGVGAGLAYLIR
GSH bead fluor = GSH bead compound fluorescence profile; GSH beads flow cytometry, compound fluorescence 488/530 nm; stronger effect = higher value; fluorescence (KMESF) at 10 µM; hit rate 0.25% among 190,000; AID 1776; in the data active = fluorescence above about 89;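 also: glutathione beads carrying GST-tagged Bcl family fusion proteins plus one bare bead set; values are compound well signal with DMSO vehicle wells as background; inactives centre near 16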
RGS4-Gao reg = modulates binding of RGS4 to human Galphao; hit rate 0.33% among 220,000; AID 1415; binding response (% of control), % at 10 µM; Multiplexed bead flow cytometry; actives lie on both sides; in the data active = binding response below about 49% or above about 150%; inactive = in between;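 also: fluorescent Galphao activated with aluminum fluoride binding bead-coupled RGS4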
RGS7-Gao reg = modulates binding of RGS7 to human Galphao | binding response (% of control), % at 10 µM | Multiplexed bead flow cytometry; actives lie on both sides | hit rate 0.35% among 220,000 | P09471 | AID 1439; in the data active = binding response below about 49% or above about 150%; inconclusive = no clear call, values can overlap the other calls; inactive = in between;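 also: fluorescent Galphao held in activated GDP-AlF4 state binding bead-coupled RGS7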
Bim-Bcl-2 = human Bim-Bcl-2 interaction inhibition. Bead-based flow cytometry, Bim peptide-Bcl-2 binding. inhibition, % at 10 µM. P10415. hit rate 0.06% among 190,000; in the data active = inhibition above about 40%; inconclusive = no clear call, values can overlap the other calls;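 also: 0% = no compound wells with probe peptide and 100% = reference peptide inhibitor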
RGS8-Gao = regulators of human RGS8-Galphao interaction; P09471; multiplexed bead flow cytometry, RGS8-Galphao binding; actives lie on both sides; response (percent of control binding), % at 10 µM; hit rate 0.34% among 220,000; AID 1423; in the data active = response below about 60% or above about 140%; inactive = in between;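 also: Galphao activated as the GDP aluminium fluoride complex binding bead-coupled RGS8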
Bcl-W Bim block = human Bim-Bcl-W interaction inhibition | Q92843 | bead-based flow cytometry, Bim peptide-Bcl-W binding | inhibition, % at 10 µM | hit rate 0.02% among 190,000 | AID 952;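 also: 0% = bound tracer without compound and 100% = peptide blocker; higher means less fluorescent Bim peptide bound to Bcl-W beads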
Target sequence (Q92843 whole entry, looked up): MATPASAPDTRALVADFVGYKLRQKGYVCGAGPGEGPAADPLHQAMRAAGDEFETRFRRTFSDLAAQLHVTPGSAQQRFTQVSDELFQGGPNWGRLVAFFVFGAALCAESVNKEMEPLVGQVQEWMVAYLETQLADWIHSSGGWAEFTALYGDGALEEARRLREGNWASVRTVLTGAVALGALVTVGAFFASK
Bcl-B Bim block = human Bim-Bcl-B interaction inhibition | Q9HD36 | bead-based flow cytometry, Bim peptide-Bcl-B binding | inhibition, % at 10 µM | hit rate 0.073% among 190,000 | AID 951;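 also: 0% = tracer peptide without compound and 100% = reference inhibitor peptide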
Target sequence (Q9HD36 whole entry, looked up): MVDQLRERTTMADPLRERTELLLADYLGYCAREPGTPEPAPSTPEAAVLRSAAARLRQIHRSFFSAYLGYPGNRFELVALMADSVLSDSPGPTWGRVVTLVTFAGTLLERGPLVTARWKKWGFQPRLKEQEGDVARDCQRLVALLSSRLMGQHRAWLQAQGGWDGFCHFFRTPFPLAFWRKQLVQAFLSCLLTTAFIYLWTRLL
Mcl1-Bid inh = Mcl-1/Bid interaction inhibition; Q07820; TR-FRET Mcl-1/Bid-Dy647 peptide binding, 1536-well; inhibition, % at 21.7 µM; hit rate 0.97% among 220,000; AID 1021;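 active = compounds that cut the binding signal by more than half at the single screening dose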;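 also: His-tagged Mcl-1 with europium anti-His antibody binding Bid BH3 peptide; 0% = Mcl-1 plus peptide wells and 100% = peptide-only wells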
Bim-Bfl-1 = inhibitors of Bim-Bfl-1 interaction, human; Bead-based flow cytometry, Bim-Bfl-1 binding inhibition; hit rate 0.12% among 190,000; inhibition, % at 10 µM; Q16548; AID 1008;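 also: 0% = wells without compound plus tracer and 100% = blocker peptide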
* hit, by the source's call; ? = inconclusive; · = no result given; [ ] = remark or other dose. Rule as the data show it, unless noted: active = inhibition above about 40%.

structure	Bim-Bfl-1	Bim-Mcl-1	RGS4-Gao reg	Bcl-B Bim block	Bcl-W Bim block	Mcl1-Bid inh	Bim-Bcl-2	GSH bead fluor	RGS8-Gao	RGS7-Gao reg	Bcl-XL Bim block
CCCC(=O)c1c(NC)cc(C)oc1=O	-1	0	88	2	1	-25	1	11	100	89	0
CCOC(=O)/C(C#N)=C(/C)c1ccc(OC)cc1	-7	0	107	-3	3	-38	-7	42	103	105	-5
Cc1cccc(NC(=S)N2CCCC(c3nc4ccccc4[nH]3)C2)c1 (stereo not drawn)	1	-1	103	-14	-2	-28	-2	18	101	106	1
COc1cccc(/C=N/n2c(SC)nnc2-c2ccccc2)c1OC	-5	-2	102	-2	-2	-18	-1	6	102	98	-4
Cc1nccc(-c2ccc3c(c2)OCO3)n1	-3	1	100	0	0	-29	-2	17	100	?	0
COc1ccc(NC(=O)Nc2cccnc2)cc1	6	-3	106	5	-5	-14	4	17	106	121	-3
Cc1cc(C)c(C)c(S(=O)(=O)N2CCN(CC(=O)NC(=O)NCc3ccccc3)CC2)c1C	0	61*	98	1	0	-14	0	16	102	97	0
c1ccc(-n2cnc3cc(NCc4ccncc4)ccc32)cc1	0	-1	83	-1	-2	-65	0	16	97	83	-1
C/C(=N\N=C(/N)SC1CC(=O)N(c2ccc(Br)cc2)C1=O)c1cccs1 (stereo not drawn)	-23	-4	105	-13	0	10	-12	34	101	113	-6
CCc1ccccc1NC(=O)CSC1=C(C#N)C(c2ccc(O)c(OC)c2)C2=C(CCCC2=O)N1 (stereo not drawn)	-1	-4	101	-2	1	12	2	31	102	102	0
Cc1cc(C)c(S(=O)(=O)Nc2ccc(O)c(Sc3ncn[nH]3)c2)c(C)c1	-1	1	100	-7	-4	-119	0	6	96	104	-2
COc1ccc(-c2cc(C(F)F)n3ncc(C(=O)NCC4CCCO4)c3n2)cc1 (stereo not drawn)	-11	1	98	-4	2	3	-3	13	100	92	0
CC1(C)N=C(N)NC(Nc2ccccc2Cl)=N1	-5	-1	104	-3	-1	-22	-4	9	105	98	-2
Cn1nccc1C(=O)NC(=S)Nc1sc2c(c1C#N)CCCCC2	-14	-7	101	-11	-3	14	-12	30	101	101	-4
COc1ccc(C)cc1N(C(=O)CNC(=O)c1ccco1)C(C(=O)NC1CCCC1)c1cccnc1 (stereo not drawn)	-8	0	100	-4	2	-6	-4	52	103	98	-1
CN(C)S(=O)(=O)c1ccc(C(=O)OCCn2cnc3c2c(=O)n(C)c(=O)n3C)cc1	-3	-1	98	-4	-1	3	-2	13	97	97	0
COc1ccccc1/C=C/C(=O)OCC(=O)NCCC1=CCCCC1	-5	-1	98	-5	0	-26	-3	10	101	94	-5
C=CCc1cc(Cl)ccc1OCCCNCCO	-6	0	99	0	-1	24	0	10	101	98	0
N#Cc1cnn(Cc2ccc(Cl)cc2)c1N	-2	0	102	0	0	10	-2	16	102	103	0
CCn1cc(C(=O)N2CCc3ccccc3C2)c(=O)c2cc(S(=O)(=O)N3CCCCC3)ccc21	-4	-12	106	-22	-11	6	-10	24	107	107	-17
CCCn1c(NC(=S)Nc2ccccc2)nc2ccccc21	2	0	95	-2	1	-71	1	7	102	99	-1
Clc1cccc(-c2nnc(-c3ccccc3)o2)c1	-1	-3	88	-3	-3	-5	-1	65	82	95	-17
CCCOc1ccc(C(CC(=O)O)NC(=O)CC(c2ccccc2)c2ccccc2)cc1 (stereo not drawn)	-8	-2	102	-2	-1	2	-2	17	99	98	-2
C=CCNC(=S)Nc1cccc2ccccc12	-7	-3	106	-4	-6	-12	-3	36	98	104	-5
COc1ccc(NC(=O)C2CCCN(C(=O)NC3CCCCC3)C2)cc1OC (stereo not drawn)	-1	-3	100	-2	0	-20	-1	21	103	101	-1
CNC(=O)COC(=O)c1cc(NC(=O)c2ccco2)c(OC)c(OC)c1	0	0	100	-6	-2	-6	0	18	101	103	-1
COc1cccc(CNCCc2c[nH]c3ccccc23)c1OCc1ccc(F)cc1	1	-3	101	0	-4	-41	2	22	100	100	-2
CC(C)CC(=O)Nc1cccc(C(C)O)c1 (stereo not drawn)	0	-1	115	2	0	0	-2	9	90	203*[activator]	-1
O=C(CCc1nnc(Cc2c[nH]c3ccccc23)o1)NC1CCCC1	-3	3	102	1	3	-61	5	17	105	102	2
COC(=O)c1ccc(C2Nc3ccc(/C(C)=N/NC(=O)C(OC)c4ccccc4)cc3C3C=CCC32)cc1 (stereo not drawn)	35	13	92	4	22	·	13	29	85	97	8
c1ccc(CSCc2cn3ccsc3n2)cc1	-8	-3	102	-4	0	-31	-10	29	99	97	-4
Cc1nn(CC(=O)Nc2ccc3c(c2)nc(CN2CCCCC2)n3C)c(=O)c2ccccc12	-15	-4	99	-9	1	-25	-7	31	99	97	-8
CC1CCCCN1CC(O)COCCC12CC3CC(CC(C3)C1)C2 (stereo not drawn)	-2	2	98	-1	-1	0	-2	15	96	?	4
CCOc1ccccc1/C=N/NC(=O)c1cccc(S(=O)(=O)N2CCOCC2)c1	-5	1	93	1	3	-28	-1	12	95	?	-1
O=C(NNC(=O)c1ccccc1O)c1ccco1	-1	-2	98	-4	0	-14	-3	21	99	96	0
C[N+](C)(C)C/C=C1/COCO1	3	1	103	0	4	-35	1	9	102	103	-1
CCOc1cccc(N2C(=O)CC(N3CCN(c4nc5ccccc5s4)CC3)C2=O)c1 (stereo not drawn)	-9	0	94	-1	-3	13	-2	51	100	97	-4
COc1ccc(Cl)cc1N1C(=N)SCC1=O	-10	0	100	-5	0	-26	-6	15	102	106	-4
CN1CCN(c2ccc(S(=O)(=O)N3CCCCC3)cc2[N+](=O)[O-])CC1	-5	0	102	-2	-3	-13	2	17	104	102	-3
CCOc1cc(N(CC)CC)ccc1/C=C(/C#N)c1nc2ccccc2[nH]1	-1	0	103	-4	0	-47	-6	34	103	104	0
Cc1cccc(CCNC(=O)CN(C)S(=O)(=O)c2cnc[nH]2)c1	0	-3	100	-6	-3	2	-3	10	102	104	-2
Cc1c(/C=N/Nc2ccc(F)cc2)c(O)n(C)c(=O)c1C#N	-4	0	104	-2	0	-32	-2	16	100	103	1
CN1CC(=O)N(CC(=O)N2N=C(c3ccc(Cl)cc3)CC2c2ccco2)C1=O (stereo not drawn)	-3	-5	96	-5	-4	-30	-2	21	97	89	-1
O=C1c2cnc3nc(SCc4ccccc4)nn3c2CC2c3ccccc3CCN12 (stereo not drawn)	5	-5	100	-4	-7	6	3	27	100	101	-5
O=C(CNC(=O)c1ccco1)Nc1ccc(S(=O)(=O)N2CCCC2)cc1	1	0	84	1	-1	1	0	31	80	88	16
Cc1csc(NC(=O)C2CCCN(S(=O)(=O)c3cnc[nH]3)C2)n1 (stereo not drawn)	3	5	98	0	1	-18	-1	17	95	97	6
COc1ccc(CCNC(=O)c2cccnc2)cc1	-9	4	95	-2	3	-11	-1	27	99	104	-2
CCOCCCn1c(SCC(=O)Nc2cc(C(C)(C)C)nn2-c2ccccc2)nc2ccccc2c1=O	-1	-5	101	-5	-1	3	-4	11	95	98	-7
Cn1c2ccccc2c2nnc(SCC(=O)NCc3ccoc3)nc21	-2	0	98	0	1	-44	0	20	99	?	1
Cc1cc(C)nc(NN2C(=O)/C(=C/c3ccccc3)SC2=S)n1	-2	-1	98	-1	0	-43	-1	19	98	104	0

(more compounds)
structure	Bim-Bfl-1	Bim-Mcl-1	RGS4-Gao reg	Bcl-B Bim block	Bcl-W Bim block	Mcl1-Bid inh	Bim-Bcl-2	GSH bead fluor	RGS8-Gao	RGS7-Gao reg	Bcl-XL Bim block
COCC(C)NC(=O)Cc1ccc(F)cc1 (stereo not drawn)	-1	-3	99	-4	-3	-4	0	10	103	99	-4
COc1ccc(C(=O)Nc2nnc(C(F)(F)F)s2)cc1	-4	-1	103	-5	-2	-10	0	31	102	100	-3
CCN1CCN(C(=O)Cn2c(=O)sc3ccccc32)CC1	-10	0	102	-3	0	-19	-5	19	102	105	-3
O=C(NC1CCCC1)c1ccccc1OCc1ccccc1	-8	0	104	-3	-3	0	-3	11	109	105	-6
Oc1c(CN2CCOCC2)cc(COCc2ccccc2)c2cccnc12	-12	-5	102	-6	-9	-86	-9	11	98	98	-10
O=C(c1ccc(NS(=O)(=O)c2ccccc2)cc1)N1CCCC1	-1	0	99	-1	0	3	0	11	103	100	-2
CC(C)OC(=O)C(C)Nc1n[nH]c(=S)[nH]c1=O (stereo not drawn)	-4	0	102	-3	-2	-35	-4	22	102	101	-5
CC(C)(C)c1ccc(C(=O)c2c[nH]c(C(=O)NCc3cccs3)c2)cc1	-15	-4	96	-10	-1	-4	-13	31	97	101	-7
O=C(C1CCN(S(=O)(=O)c2cnc[nH]2)CC1)N1CCN(Cc2ccc3c(c2)OCO3)CC1	-17	1	101	-5	1	-13	-6	25	99	101	-5

Outcome played no part in choosing rows; any-hit rate near 1.8%.
